Screening data deposited in PubChem by NCI.
Growth percent in the NCI-60 one-dose screen (48 h, 10 µM unless noted): 100 = growth as untreated, 0 = no growth, -100 = all killed.
HS 578T: HS 578T breast cancer | hit rate 4.1% among 78,000 | AID 1794788
LOX IMVI: LOX IMVI melanoma. hit rate 7.4% among 79,000
MALME-3M: MALME-3M melanoma; hit rate 5.8% among 78,000; AID 1794766
SK-MEL-5: SK-MEL-5 melanoma | hit rate 6.4% among 80,000 | AID 1794755
UACC-257: UACC-257 melanoma; hit rate 4.4% among 78,000
SK-MEL-28: SK-MEL-28 melanoma | hit rate 4.1% among 81,000 | AID 1794761
SK-MEL-2: SK-MEL-2 melanoma. hit rate 4.7% among 77,000
T-47D: T-47D breast cancer; hit rate 5% among 79,000
* hit, by the source's call; . = no result given; & = joins results of further samples; ! = not active in a repeat; [ ] = dose if it differs, or a comment. The calls were made as follows: active = growth percent below 10; inactive = the rest. Random draw from the library. About 11% of those tested had a hit in this group.

SMILES	HS 578T	LOX IMVI	MALME-3M	SK-MEL-5	UACC-257	SK-MEL-28	SK-MEL-2	T-47D
O=C(O)c1cccc(S(=O)(=O)O)c1	108&104	96&93	91&102	111&106	103&102	134&111	104&104	108&100
COc1cc(NC(=O)CSc2nnc(-c3ccc(-c4nc5ccc(C)cc5[nH]4)cc3)o2)cc(OC)c1OC	90	104	96	88	107	99	106	91
S=C(Nc1ccc(Cl)c(Cl)c1)N1c2ccccc2-n2cccc2C1c1cccnc1 (stereo not given)	114	83	126	95	121	122	76	85
CCCc1cc(=O)n2c(C(=O)Nc3ccc(F)cc3)c(C(=O)Nc3ccc(F)cc3)sc2n1	6.1*[30 µM]	65[30 µM]	39[30 µM]	83[30 µM]	67[30 µM]	78[30 µM]	71[30 µM]	97[30 µM]
COc1cccc(-c2nn(-c3ccccc3)cc2-c2ccnc(NCCNC(=O)c3ccc(F)cc3)c2)c1	86	78	105	65	72	96	90	44
C=C(C)[C@@H]1CC[C@]2(C(=O)OC)CC[C@]3(C)[C@H](CC[C@@H]4[C@@]5(C)CC/C(=N\OCCC(=NCCC#N)NOCCC#N)C(C)(C)[C@@H]5CC[C@]43C)[C@@H]12	24[100 µM]	15[100 µM]	25[100 µM]	-85*[100 µM]	8.8*[100 µM]	29[100 µM]	36[100 µM]	15[100 µM]
COc1ccc(/C=C/C(=O)NCCO)cc1	92	96	92	101	.	104	103	90
CCCCCCCC/C=C\CCCCCCCC(=O)OCC1CCCO1 (stereo not given)	98	98	113	97	.	110	124	96
COc1ccc(C(=O)NNc2nc(Cl)nc(N3CCN(C(c4ccccc4)c4ccccc4)CC3)n2)cc1	67	-64*	46	91	65	54	49	86
Cc1ccc2sc3ncc(-c4ccc(Br)cc4)n3c2c1	115	100	114	98	105	107	106	.
NC(=O)N1N=C(c2ccc(F)cc2)CC1c1cn(-c2ccccc2)nc1-c1ccc(Cl)cc1 (stereo not given)	98	91	103	99	108	102	96	85
COC1=C(N=[N+]=[N-])C(=O)C(OC)=C(N=[N+]=[N-])C1=O	106	104	102	101	98	108	103	100
CCC(C)NCCCCCO (stereo not given)	.	111	93	103	95	97	108	95
O=c1c(-c2nc3ccccc3[nH]2)cc2ccccc2n1Cc1cn(Cc2ccc(N3CCOCC3)cc2)nn1	75	79	64	72	79	76	87	71
O=[N+]([O-])c1cccc(-c2nnc(CSc3nnc(-c4cccc([N+](=O)[O-])c4)o3)o2)c1	100	95	99	101	95	104	104	95
COc1cc(C(=O)n2cc(-c3ccccc3)c(N)n2)cc(OC)c1OC	102	91	97	88	77	102	86	87
O=C(NNc1ccccc1)NNc1ccccc1	101	94	100	101	.	113	.	89
CCN(CC)CCNc1cc(-c2cccc(OC(F)(F)F)c2)nc2ccc(N3CCCC3)cc12	-7.2*!	-52*	-14*	7.4*	-0.7*!	-33*!	4.6*!	-11*!
COc1cc(-c2nc(N3CCOCC3)c3ccccc3n2)cc(OC)c1OC	51	72	99	62	92	84	94	28
Nc1nc2c(c(-c3nc(N)nc4c3CCc3ccccc3-4)n1)CCc1ccccc1-2	80	98	85	99	109	115	134	.
COc1cc(C(=O)c2cc3c(cc2C)OCO3)cc(OC)c1OC	44	20	50	0.8*	.	47	.	58
CCN(c1ccc(C(=O)O)cn1)c1cc2c(cc1C)C(C)(C)CCC2(C)C	75	90	104	86	88	105	88	78
COc1cc(NCCCN)c2ncccc2c1	92	62	109	82	94	83	.	92
CCOC(=O)N1CCc2c(sc3nc4nc[nH]n4c(=O)c23)C1	96	95	102	104	109	115	97	89
Fc1ccc(N2CC(Cn3c(C(F)(F)F)cc4c(Cl)ncnc43)C2)c(F)c1	55	-94*	90	89	11	-90*	-78*	57
C[C@H](NC(=O)[C@@H](C)N)[C@H](Oc1ccc2c(cnn2-c2ccc(F)cc2)c1)c1ccc2c(c1)OCCO2	65	-67*	-25*	-70*	64	-67*	66	36
Cn1c2c(c3ccc(Cl)c(Cl)c31)CCn1c-2nc2ccccc2c1=O	83	107	107	107	121	101	109	88
Cc1nc2n(c(=O)c1CCN1CCC(c3noc4cc(F)ccc34)CC1)CCCC2	96&89	92&99	98&113	93&106	79&90	85&109	87	96&93
CCSc1nnc(-c2ccc3ccccc3c2O)n1-c1ccccc1	84	51	79	44	82	86	46	49
O=c1c(/C=C/c2c(O)ccc3ccccc23)nnc2sc(-c3cccc(Br)c3)nn12	88	37	78	79	91	70	72	45
Cn1cc(-c2csc(-c3c[nH]c4ccc(F)cc34)n2)c2ccnc(Cl)c21	74	67	121	63	39	93	104	24
COc1ccc(COc2ccc(/C=C3\C(=O)Nc4cc(Cl)ccc43)cc2OC)cc1	100	103	97	97	122	103	100	87
O=C(Nc1ccccc1C(F)(F)F)Nc1cccc2ccccc12	107	103	86	102	103	108	120	.
Fc1ccc2nc(Cl)c(Cn3nnnc3SCc3ccccc3)cc2c1	92	88	114	94	115	102	99	81
CCC1=C(C)CN(C(=O)NCCc2ccc(S(=O)(=O)NC(=O)NC3CCC(C)CC3)cc2)C1=O (stereo not given)	113&110	97&103	88&111	100&108	122&105	115&116	109	81&101
CC(=O)O[C@H]1C(=O)[C@@]2(C)C([C@H](OC(=O)c3ccccc3)[C@]3(O)C[C@H](OC(=O)[C@H](O)[C@@H](NC(=O)c4ccccc4)c4ccccc4)C(C)=C1C3(C)C)[C@]1(OC(C)=O)CO[C@@H]1C[C@@H]2O (stereo not given in full)	15	44	57	.	45	58	-5.5*	47
CC(Sc1ccccc1)C(=O)O (stereo not given)	115	96	68	106	103	106	116	105
COc1c2c(cc(O)c1C(C)=O)OC(C)(C)C=C2	.	103	143	110	113	119	105	107
O=C(NC1CCCCC1)/C(=C\c1ccccc1)NC(=O)c1ccccc1	91	100	.	98	92	113	101	90
COC(=O)CNC(=O)c1cccc(-c2cc(=O)c3c(OC)c(OC)c(OC)cc3o2)c1	100	97	95	99	103	106	105	107
N#Cc1c(Nc2ccccc2)nn2c(N)cc(=O)[nH]c12	104	109	107	100	103	99	107	99
C/C(=N/O)c1ccc(NC(=O)Cn2nc(-c3ccc(Cl)cc3)nc2N)cc1	89	97	102	98	73	114	85	87
COc1ccc2[nH]c(O)c(N=NC(=O)COc3ccc(-c4nc5ccccc5c(=O)[nH]4)cc3OC)c2c1	100	93	84	78	105	107	103	77
Oc1c(Cl)cc(CNc2ccccc2)cc1Cl	109	100	108	106	95	110	103	93
CC1CN(CCO)CC(C)O1 (stereo not given)	74	.	100	102	105	104	133	93

Individual results from the results shown:
Under HS 578T, `COc1ccc(COc2ccc(/C=C3\C(=O)Nc4cc(Cl)ccc43)cc2OC)cc1` is entered as 100
Under LOX IMVI, `O=C(NC1CCCCC1)/C(=C\c1ccccc1)NC(=O)c1ccccc1` is entered as 100
Under SK-MEL-28, `CC1CN(CCO)CC(C)O1` (stereo not given) is entered as 104

Next section:
SMILES	HS 578T	LOX IMVI	MALME-3M	SK-MEL-5	UACC-257	SK-MEL-28	SK-MEL-2	T-47D
COc1cc2nc(-c3ccc(Cl)cc3)cc(OCCCN3CCCCC3)c2cc1OC	62	-45*	46	-18*	-0.8*	60	66	35
Cc1ccc(S(=O)(=O)CC#N)cc1	.	110	102	101	105	101	112	111
COC(=O)/C(CCC=C(C)C)=C1\[C@@H](OC(C)=O)C[C@@]2(C)[C@H]1C/C(=N\O)[C@H]1[C@@]3(C)CCNC(=O)[C@@H](C)[C@@H]3CC[C@@]12C	92	95	93	91	100	107	114	92
COc1ccc(-c2csc(NC(=O)N3CCN(c4cc5c(cc4F)c(=O)c(C(=O)O)cn5C4CC4)CC3)n2)cc1	29	-76*	-11*	-40*	-18*	34	-20*	5.1*
O=C(CNC(=O)c1ccccc1)Sc1ccccc1	102	91	128	103	107	122	102	88
CCOC(=O)c1ccc(Nc2sc(C(=O)c3cccc([N+](=O)[O-])c3)c(N)c2C#N)cc1	15	39	.	11	17	63	33	48
Cc1cccc2cccnc12	101	94	98	94	105	107	102	107
CN1C2CCC1/C(=C\c1ccc(F)cc1)C(=O)/C2=C/c1ccc(F)cc1	75	28	62	40	26	73	50	41
NS(=O)(=O)c1cccc(Nc2nc(SCC(=O)c3ccc([N+](=O)[O-])cc3)nc3ccccc23)c1	66	.	59	7.5*	89	60	13	11
CCCn1nc(C(=O)N2CCCCC2)c2c1CCC(NCc1ccc(N3CCCCC3)cc1)C2 (stereo not given)	96	99	98	95	97	99	105	92
O=C(Cn1nnc2ccccc21)N/N=C/c1ccccc1O	76	48	100	69	82	68	83	57
COc1cccc(/C=C/C(=N/O)c2cc3ccccc3oc2=O)c1OC	94	76	107	92	85	115	93	74
CO[C@@]1(NC(=O)C(C(=O)O)c2ccc(O)cc2)C(=O)N2C(C(=O)O)=C(CSc3nnnn3C)CO[C@@H]21 (stereo not given in full)	109	100	99	99	103	107	109	111
COc1ccc(Cl)c2ccc(/C=C3\SC(=S)N(CCc4ccc(O)cc4)C3=O)nc12	100	94	97	96	101	95	104	85
COc1ccc2c(CCC(c3ccccc3)c3ccccc3)c3[n+](cc2c1OC)CCc1cc2c(cc1-3)OCO2	21	-58*	-7.2*	-100*	.	3.9*	-15*	5.7*

Some of the entries so far, with values under each structure.
Results follow in this order: HS 578T	LOX IMVI	MALME-3M	SK-MEL-5	UACC-257	SK-MEL-28	SK-MEL-2	T-47D
> COC(=O)/C(CCC=C(C)C)=C1\[C@@H](OC(C)=O)C[C@@]2(C)[C@H]1C/C(=N\O)[C@H]1[C@@]3(C)CCNC(=O)[C@@H](C)[C@@H]3CC[C@@]12C
→ 92	95	93	91	100	107	114	92
> COc1ccc(-c2csc(NC(=O)N3CCN(c4cc5c(cc4F)c(=O)c(C(=O)O)cn5C4CC4)CC3)n2)cc1
→ 29	-76*	-11*	-40*	-18*	34	-20*	5.1*

Other results:
SMILES	HS 578T	LOX IMVI	MALME-3M	SK-MEL-5	UACC-257	SK-MEL-28	SK-MEL-2	T-47D
COCCNC(=O)Nc1ccc2nc(-c3cccs3)c(-c3cccs3)nc2c1	94	83	95	90	103	97	101	58
CCOc1cccc(-c2cnnn2-c2nonc2N)c1	93	105	104	.	104	106	98	91
CC(=O)NC(Cc1cc(I)c(OC(C)=O)c(I)c1)C(=O)O (stereo not given)	105	96	96	110	95	101	112	110
COc1cc(C=O)ccc1Oc1ccc([N+](=O)[O-])cc1[N+](=O)[O-]	93	82	114	99	90	107	97	75
Nc1ncc(-c2ccc(NS(=O)(=O)c3ccccc3)cc2)[nH]1	87	94	79	100	.	101	.	90
O=S(=O)(Nc1ccc2[nH]ccc2c1)c1ccc(Cl)c(Cl)c1	97	100	81	101	99	104	109	89
COc1ccc(/C=C/C(=O)OCCN2CCOCC2)cc1	92	88	103	102	.	110	104	90
CCc1cccc2c3c(sc12)C(c1ccc(Cl)cc1)c1c(nc(-c2ccc(Cl)cc2)[nH]c1=O)O3 (stereo not given)	80	79	.	95	92	99	98	43
COc1cccc2cc(-c3cc4ccccc4[nH]3)c(=O)oc12	100	98	94	97	120	109	139	78

Record cards, from the list above:
O=S(=O)(Nc1ccc2[nH]ccc2c1)c1ccc(Cl)c(Cl)c1 across the screens: HS 578T: 97; LOX IMVI: 100; MALME-3M: 81; SK-MEL-5: 101; UACC-257: 99; SK-MEL-28: 104; SK-MEL-2: 109; T-47D: 89
COc1cc(C=O)ccc1Oc1ccc([N+](=O)[O-])cc1[N+](=O)[O-] across the screens: HS 578T: 93; LOX IMVI: 82; MALME-3M: 114; SK-MEL-5: 99; UACC-257: 90; SK-MEL-28: 107; SK-MEL-2: 97; T-47D: 75
